Siah-1 displacement: blockers of Siah-1 interaction with plectin peptide – biochemical, fluorescence polarization, rhodamine-plectin, uHTS, primary screen (AID 1817). Siah-1 / rhodamine-plectin peptide fluorescence polarization; higher % means a stronger effect. displacement, % at 20 µM, or IC50 in µM where a hit was titrated. 0.02% of 290,000 active;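 active = displacement of at least 50% at 20 µM, with a fluorescence ratio check between 0.3 and a set limit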;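 note: plate controls were Siah plus tracer with DMSO for no effect and tracer alone without Siah for full effect; strong numbers were not always called active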
HIV peptide binding: cell-free HIV fusion peptide-binding blockers – biochemical, uHTS, fluorescence dequenching, primary screen (AID 1986). 0.3% of 290,000 active. one-dose inhibition, % at 20 µM; IC50 in µM for titrated hits. cell-free peptide binding, fluorescence dequenching, 30 min; higher % means a stronger effect; in the data active = inhibition mostly above about 52%, no sharp cut-off; inactive = mostly below about 76%; note: some results filed as inactive read as strong as hits
LYP phosphatase: PTPN22 lymphoid phosphatase activity blockers – biochemical, fluorescence intensity, uHTS (AID 1779); inhibition, % at 11.5 µM; hits with a dose series show IC50 in µM; recombinant LYP phosphatase, fluorescence intensity; higher % means a stronger effect; 0.054% of 290,000 active; in the data active = inhibition above about 50%;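 note: plate controls were vehicle with enzyme for no effect and no enzyme for full effect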
AID2073: inhibitors of Mint1-CaV2.2 protein interaction, biochemical, HTRF (AID 2073). HTRF protein-protein interaction, Mint1-CaV2.2; higher % means a stronger effect. one-dose inhibition, % at 20 µM; IC50 in µM for titrated hits. 0.19% of 290,000 active; in the data active = inhibition mostly above about 51%, no sharp cut-off; inconclusive = no clear call, values can overlap the other calls; inactive = mostly below about 53%; note: some results filed as inactive read as strong as hits
XIAP antagonists: XIAP antagonists, biochemical, IAP family, fluorescence polarization (AID 1018). XIAP BIR domain, fluorescence polarization peptide displacement; higher % means a stronger effect. one-dose displacement, % at 20 µM; IC50 in µM for titrated hits. 0.007% of 200,000 active; in the data active = displacement above about 50%; note: a part of the inactive calls stands beside numbers as strong as those of hits
Large T inhibition: TAg ATPase/helicase activity blockers – biochemical (AID 1903); SV40 large T antigen ATPase/helicase inhibition assay; higher % means a stronger effect; inhibition, % at 20 µM; hits with a dose series show IC50 in µM; 0.39% of 310,000 active; in the data active = a potency from the dose series; inconclusive = inhibition mostly from about 32% at the one dose, without a potency; inactive = the rest, 99 in 100 with inhibition below about 32%; note: strong numbers were not always called active
MgcRacGAP inhibition: MgcRacGAP GTPase-activating activity inhibitors, confirmation, biochemical, ADP Hunter fluorescence | AID 624330 | inhibition, % at 30 µM; hits with a dose series show IC50 in µM | 0.6% of 340,000 active | MgcRacGAP-stimulated Rac1 GTP hydrolysis, ADP Hunter fluorescence; higher % means a stronger effect; GST-tagged Rac1 F28L mutant substrate;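 active = first-screen hits whose inhibition reached a set limit at any dose in the follow-up dose series; inconclusive = inhibition above the set first-screen limit but never retested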;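 note: fluorescence reports GDP produced by GAP-driven GTP hydrolysis; strong numbers were not always called active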
RSV CPE inhibition: RSV antiviral activity via CPE protection, HEp-2 cells, primary 10 µM value included (AID 2391). HEp-2 cells, RSV-induced CPE inhibition; higher % means a stronger effect. CPE inhibition, % at 10 µM, or IC50 in µM where a hit was titrated. 0.13% of 310,000 active; in the data active = a potency from the dose series; inconclusive = CPE inhibition mostly from about 23% at the one dose, without a potency; inactive = the rest, 99 in 100 with CPE inhibition below about 21%; note: strong numbers were not always called active
Dengue-2 NS5 capping: flavivirus cap methylation enzyme inhibition – biochemical, confirmation dose response, primary screen (AID 588689) | 0.3% of 340,000 active | inhibition, % at 25 µM; hits with a dose series show IC50 in µM | Dengue-2 NS5 methyltransferase capping enzyme assay, biochemical; higher % means a stronger effect; in the data active = a potency from the dose series; inconclusive = inhibition above about 29% without an active follow-up result
Dengue-2 NS5 capping pilot replicate: second read-out of Dengue-2 NS5 capping, no call of its own (marks repeat the call); inhibition, %; measured here: pilot screen replicate inhibition
* marks the source's active call; other numbers are inactive results; u = inconclusive; x = no result given.

Start of the listing, in advance, 4 compounds:
SMILES	Siah-1 displacement	HIV peptide binding	LYP phosphatase	AID2073	XIAP antagonists	Large T inhibition	MgcRacGAP inhibition	RSV CPE inhibition	Dengue-2 NS5 capping	others
CCc1ccccc1NC(=O)CSc1nc2ccccc2nc1N1CCOCC1	6.1%	-0.9%	-8.7%	4.0%	x	5.1%	3.0%	-0.6%	-0.7%
O=C(NC(=S)NCc1ccccc1)C1CCCCC1	0.9%	1.3%	-2.5%	-6.2%	-4.5%	7.8%	3.1%	1.6%	0.7%
Cc1cccc(NC(=O)C(C)SCc2nc3sc(C)c(C)c3c(=O)[nH]2)n1 (configuration not stated)	-4.5%	4.3%	-3.4%	-7.4%	x	17.4%	14.1%	1.4%	-7.2%
COC(=O)c1ccc(Oc2nc(C(N)=O)cc(-c3ccccc3)n2)cc1	-5.6%	-2.4%	-2.2%	8.7%	-4.4%	4.9%	4.2%	0.6%	-1.3%

This part in full (from the top)
SMILES	Siah-1 displacement	HIV peptide binding	LYP phosphatase	AID2073	XIAP antagonists	Large T inhibition	MgcRacGAP inhibition	RSV CPE inhibition	Dengue-2 NS5 capping	others
CCc1ccccc1NC(=O)CSc1nc2ccccc2nc1N1CCOCC1	6.1%	-0.9%	-8.7%	4.0%	x	5.1%	3.0%	-0.6%	-0.7%
O=C(NC(=S)NCc1ccccc1)C1CCCCC1	0.9%	1.3%	-2.5%	-6.2%	-4.5%	7.8%	3.1%	1.6%	0.7%
Cc1cccc(NC(=O)C(C)SCc2nc3sc(C)c(C)c3c(=O)[nH]2)n1 (configuration not stated)	-4.5%	4.3%	-3.4%	-7.4%	x	17.4%	14.1%	1.4%	-7.2%
COC(=O)c1ccc(Oc2nc(C(N)=O)cc(-c3ccccc3)n2)cc1	-5.6%	-2.4%	-2.2%	8.7%	-4.4%	4.9%	4.2%	0.6%	-1.3%
Cc1ccc(C(=O)NC2CCCCC2)cc1	-2.8%	0.3%	-10.9%	-3.3%	-0.6%	2.4%	3.6%	0.3%	-2.0%
Cc1ccc(COC(=O)c2nn(C)c(=O)c3ccccc23)cc1	-3.4%	-1.6%	-1.7%	-0.8%	-2.5%	9.8%	8.9%	7.3%	-5.2%
CCN1C(=O)c2cccc3c(S(=O)(=O)Nc4c(C)n(C)n(-c5ccccc5)c4=O)ccc1c23	4.7%	2.0%	2.7%	4.6%	-1.5%	10.6%	8.3%	0.4%	-2.8%
COc1ccc(C/C(C)=N/NC(=S)Nc2ccc(C(C)C)cc2)cc1	-0.5%	-0.6%	-2.6%	-34.2%	-2.8%	8.5%	3.5%	0.8%	-8.0%
CC(C)(CN1CCN(c2ccccc2)CC1)NS(=O)(=O)c1ccccc1	-9.5%	-1.3%	-2.8%	2.7%	x	23.9%	6.9%	15.2%	-4.7%
CC1=C(C#N)C(NC(=O)c2ccco2)(C(F)(F)F)C(=O)N1 (configuration not stated)	-2.0%	-0.9%	2.2%	-4.0%	-11.1%	7.4%	1.2%	-0.7%	3.5%
N#Cc1ccc2nc3c(nc2c1)CCCC3	8.6%	-1.6%	-6.5%	-7.6%	x	11.1%	x	13.5%	19.0%
CCN(CC)CCNC(=O)C(C)c1nn(CC)c(=O)c2ccccc12 (configuration not stated)	6.6%	0.4%	-4.2%	0.2%	1.6%	1.6%	5.7%	0.7%	0.0%
O=[N+]([O-])c1cc(/C=N/n2cnnc2)ccc1N1CCCC1	-6.2%	-1.4%	0.9%	6.2%	-0.4%	7.1%	2.5%	-1.0%	4.4%
Cc1cc(NC(=O)Nc2ccc(Cl)cc2)n(-c2ccccc2)n1	3.3%	1.1%	-6.6%	-14.6%	x	-0.8%	2.3%	5.7%	6.1%
COc1ccc(S(=O)(=O)N(C)C)cc1NC(=O)COC(=O)CC1CCCC1	-6.3%	-2.9%	-1.3%	-6.6%	-6.8%	22.2%	5.3%	0.8%	-4.7%
CCOC(=O)c1oc2cc(O)ccc2c(=O)c1-c1ccc(OC)cc1	1.9%	-1.2%	-10.7%	13.6%	-4.0%	24.9%	4.5%	1.8%	1.6%
Cc1ccc2nc(-c3cccc(NC(=O)c4ccc5c(c4)OCCO5)c3)oc2c1	2.8%	2.1%	-1.1%	11.2%	-6.0%	0.7%	2.2%	21.8%	-2.7%
O=C(CSc1n[nH]c(=O)n1-c1ccccc1)Nc1ccccc1	0.9%	-1.0%	-4.4%	5.8%	x	4.6%	x	x	x
COc1cccc(NS(=O)(=O)c2ccc(-n3cccn3)cc2)c1	2.3%	-1.2%	-9.8%	3.7%	x	8.9%	0.9%	7.4%	-1.8%
Cc1cccc(-n2c(SCC(=O)O)nc3sc4c(c3c2=O)CCC4)c1	21.7%	0.6%	-2.8%	-6.0%	x	11.8%	8.2%	0.0%	0.0%
Cc1cc2nc(NCCCO)n(CC(=O)c3cc(C(C)(C)C)c(O)c(C(C)(C)C)c3)c2cc1C	x	x	x	x	x	17.5%	7.9%	-3.8%	-3.1%
Cc1nn(C)c(C)c1NC(=O)CSc1nc(-c2ccccc2Cl)nc2c1cnn2-c1ccccc1	-2.8%	10.3%	1.8%	47.7%	-17.4%	8.6%	7.7%	1.9%	-4.8%
CCOC(=O)N1CCN(S(=O)(=O)c2cccc3nsnc23)CC1	1.5%	1.3%	6.4%	6.7%	2.8%	-17.5%	14.4%	0.9%	-2.7%
COc1ccc(Cl)cc1C(=O)OCC(=O)N(C)CC(=O)Nc1ccc(F)cc1	x	x	x	x	x	12.0%	0.2%	-0.5%	-2.2%
CCOc1cc(C)c(Cl)cc1S(=O)(=O)N(C)C	6.5%	0.2%	2.7%	1.0%	-1.6%	-1.8%	3.6%	1.0%	-8.2%
COC(=O)c1ccc(COc2ccc(C=O)cc2OC)o1	6.9%	0.1%	-6.4%	11.2%	-2.3%	7.4%	1.5%	1.0%	-8.5%
Cc1ccc(C(=O)N(Nc2nc3ccccc3s2)C(=O)c2ccc(C)cc2)cc1	-1.3%	0.3%	-3.9%	10.5%	-42.8%	12.5%	11.4%	3.3%	-0.7%
CCOc1ccc(NC(=O)NCc2cccn2C)cc1	0.0%	0.4%	-9.2%	3.5%	x	8.6%	6.1%	1.9%	-4.6%
O=C(c1ccsc1)N1CCCC(N2CCN(c3cccc(C(F)(F)F)c3)CC2)C1 (configuration not stated)	2.0%	-0.7%	-3.8%	1.3%	x	8.3%	6.8%	2.4%	0.0%
Cn1c(=O)[nH]c(=O)c2c1nc(NCCCn1ccnc1)n2Cc1ccc(F)cc1	1.2%	1.7%	-3.8%	-4.5%	-0.8%	8.7%	5.1%	0.6%	-0.8%
O=C(NNC(=O)c1ccc2ccccc2c1O)NC1CCCCC1	1.0%	3.7%	-6.0%	-1.7%	x	19.8%	u	0.7%	7.9%
O=C(CNC(=O)c1ccc(Cl)cc1Cl)OCc1ccccc1	x	x	x	x	x	10.7%	5.5%	-0.2%	-8.0%
CC(C)(C)[C@H]1C=C(C(=O)Nc2ccccc2)O[C@@H](OCCCCO)C1	x	x	x	x	x	-5.7%	6.8%	0.8%	8.8%
O=C(NCc1ccccc1F)C1CCN(C(=O)Nc2ccc(F)cc2)CC1	2.7%	1.4%	-5.5%	3.1%	x	2.8%	8.4%	1.3%	-5.3%
Cc1csc(=NC(=O)c2ccccc2)n1C	-0.4%	-1.5%	-2.6%	7.8%	-5.7%	-0.2%	8.6%	0.9%	-8.9%
CCSc1nnc(NC(=O)C2CC(=O)N(Cc3ccc(C)cc3)C2)s1 (configuration not stated)	-3.9%	-0.5%	4.9%	-7.7%	-7.6%	9.3%	0.7%	5.4%	-6.1%
COc1ccc(-c2oc3ccc(-c4ccc(OC)nc4)cc3c2C#CC2(O)CCCCC2)cc1	-0.3%	2.2%	-8.5%	21.5%	x	19.1%	-5.3%	-2.9%	2.4%
CCNS(=O)(=O)c1ccc(NC(=O)Nc2ccc3c(c2)OCO3)cc1	2.8%	0.0%	-2.3%	4.6%	x	9.8%	6.9%	2.9%	-8.4%
CC(=O)c1ccc(NC(=O)CSc2nnc(Cn3c(=O)sc4ccccc43)n2C)cc1	5.9%	-3.3%	-4.5%	-4.3%	-1.9%	3.5%	6.1%	0.2%	-4.4%
CC1(C)Cc2c(c(N3CCCC3)nc3sc4c(N5CCNCC5)ncnc4c23)CO1	-6.8%	-0.5%	-4.6%	3.0%	x	7.6%	x	1.1%	x
C=CCn1c(=NC(=O)c2ccc(S(=O)(=O)N3CCCc4ccccc43)cc2)sc2cc(S(N)(=O)=O)ccc21	3.0%	-1.1%	3.2%	18.8%	-3.4%	1.9%	3.3%	7.5%	2.6%
Cc1nn(C)c(C(=O)N2CCc3ccccc32)c1Br	-1.9%	-1.4%	-2.6%	7.1%	6.3%	16.1%	-2.5%	0.8%	-4.4%
CC(=O)Nc1ccc(C(=O)N/C(=C/c2ccccc2)C(=O)N2CCCCC2)cc1	-2.0%	-1.2%	-1.3%	-7.0%	x	15.9%	1.0%	1.1%	-12.5%
C/C(=C\c1ccccc1)CN1CCN(c2ccccc2F)CC1	8.3%	-2.2%	-1.3%	1.5%	-3.6%	-1.5%	12.4%	1.4%	-4.9%
CCOC(=O)CSc1nnc(NC(=O)c2ccco2)s1	-8.6%	-0.1%	-12.0%	16.7%	x	-8.0%	1.2%	-0.8%	-11.9%
CC(=O)c1cnc(-c2ccccn2)s1	-7.4%	0.1%	-3.6%	2.7%	-5.4%	4.7%	2.5%	3.1%	-4.5%
COc1ccc(CN2C(=O)c3cccnc3C2=O)cc1S(=O)(=O)NC1CCCCC1	-2.6%	0.2%	-12.6%	4.4%	x	x	2.5%	0.1%	-13.9%
Cc1n[nH]c(=S)c2nn(-c3ccccc3)c(C)c12	4.3%	-1.2%	-9.2%	35.2%	0.5%	2.2%	x	x	x
COc1ccc(S(=O)(=O)NC2CC2)cc1Br	5.7%	0.3%	-4.2%	-3.6%	x	10.3%	5.2%	0.4%	-2.0%	Dengue-2 NS5 capping pilot replicate=-6.4
CC(Sc1nnc(-c2cccs2)n1-c1ccccc1)C(=O)NCc1ccco1 (configuration not stated)	2.5%	-1.0%	-2.7%	-3.9%	-1.1%	22.3%	9.8%	-0.6%	-6.9%
CCO[C@@H]1OC(C(=O)NCc2nc3ccccc3[nH]2)=C[C@H](c2ccccc2)[C@H]1CCCO	-3.2%	0.2%	-7.6%	23.9%	-8.7%	-2.8%	3.4%	-2.7%	-7.4%
Cc1nc2ccccc2cc1OCc1ccccc1	2.6%	3.3%	-1.4%	21.1%	-3.6%	8.8%	0.2%	14.6%	-5.5%
COC(=O)c1ccc(NC(=O)CNS(=O)(=O)c2cccs2)cc1	2.1%	-2.3%	-4.5%	0.1%	-25.0%	16.2%	7.2%	-0.3%	1.4%
O=C(Nc1ccccc1)Oc1ccccc1N1CCOCC1	2.3%	0.2%	-3.3%	-2.2%	x	4.1%	4.1%	0.4%	-4.6%
CCOc1ccc(C2C3=C(CCCC3=O)Nc3ccc4ncccc4c32)cc1 (configuration not stated)	-1.0%	-2.4%	-4.8%	-71.1%	x	27.8%	3.0%	1.3%	-2.3%

From PubChem
